# Compound activity (PubChem)
# MKP-3 inhibition: inhibition of rat DUSP6 enzyme activity – biochemical, in vitro, primary screen (AID 425); recombinant MKP-3 phosphatase activity, fluorescence; higher % means a stronger effect; inhibition, % at 20 µM; hits with a dose series show IC50 in µM; 110,000 compounds, 0.17% hits; in the data active = inhibition above about 50%;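 note: plate controls were vehicle for no effect and reference inhibitor for full effect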
# Hsp70 displacement: Hsp70 inhibitors, probe displacement, primary screen, biochemical, fluorescence polarization (AID 583) | displacement, % at 20 µM, or IC50 in µM where a hit was titrated | 140,000 compounds, 0.06% hits | Hsp70 fluorescence polarization probe displacement, mP; higher % means a stronger effect; in the data active = displacement above about 50%;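 note: plate controls were vehicle for no effect and reference ligand for full effect; a part of the inactive calls stands beside numbers as strong as those of hits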
# Starred values were filed as active, the others as inactive; nt = no result given.
compound: Cc1cccc(C(=O)Oc2ccc3c(C)cc(=O)oc3c2)c1
- MKP-3 inhibition: 0%
- Hsp70 displacement: 1.8%

compound: CC(C)c1ccc(NC(=O)C(=O)NCc2cccs2)cc1
- MKP-3 inhibition: 0%
- Hsp70 displacement: 1.1%

compound: Clc1cccc(-c2nn3c(Cn4cnc5ccccc54)nnc3s2)c1
- MKP-3 inhibition: 8%
- Hsp70 displacement: 4.7%

compound: COc1cc(C2C(C#N)=C(N)Oc3cc(C)oc(=O)c32)cc2c1OCO2 (stereo not given)
- MKP-3 inhibition: -15%
- Hsp70 displacement: 0.4%

compound: O=C(Nc1ccccc1C(=O)Nc1ccc(Cl)cc1)c1ccccn1
- MKP-3 inhibition: 7%
- Hsp70 displacement: 1.5%

compound: COC(=O)c1ccc(S(=O)(=O)N2CCCCCC2)cc1
- MKP-3 inhibition: -4%
- Hsp70 displacement: -0.7%

compound: CCn1c(SC)nnc1-c1c[nH]c2ccccc12
- MKP-3 inhibition: 4%
- Hsp70 displacement: -2.4%

compound: Cc1nc2cc(C(=O)OCC(=O)N(CC(C)C)C3CCS(=O)(=O)C3)ccc2n1-c1ccccc1 (stereo not given)
- MKP-3 inhibition: -18%
- Hsp70 displacement: 6.3%

compound: O=C1NC(=Nc2ccc(Cl)c(Cl)c2)S/C1=C/c1ccccc1O
- MKP-3 inhibition: 26%
- Hsp70 displacement: -2.7%

compound: COc1ccc(Br)cc1/C=C/C(=O)Nc1nc2ccc(C)cc2s1
- MKP-3 inhibition: 4%
- Hsp70 displacement: 1.3%

compound: COCCCN1C(=O)C(=O)/C(=C(/O)c2ccc(OC(C)C)c(C)c2)C1c1ccncc1 (stereo not given)
- MKP-3 inhibition: -5%
- Hsp70 displacement: 2.5%

compound: COCCNC(=O)C1c2cc(OC)c(OC)cc2C(=O)N(C)C1c1cccnc1 (stereo not given)
- MKP-3 inhibition: -8%
- Hsp70 displacement: -1.5%

compound: COc1ccc(OCC(=O)Nc2ccc(I)cc2Cl)cc1
- MKP-3 inhibition: 1%
- Hsp70 displacement: -3.0%

compound: O=C(NC12CC3CC(CC(C3)C1)C2)c1cccnc1
- MKP-3 inhibition: -1%
- Hsp70 displacement: -0.3%

compound: Cc1cc(C(=O)CSc2nc3ccc(Cl)cc3[nH]2)c(C)n1C
- MKP-3 inhibition: -16%
- Hsp70 displacement: 2.7%

compound: O=[N+]([O-])c1ccccc1S(=O)(=O)Nc1ccc(OCc2ccccc2)cc1
- MKP-3 inhibition: 5%
- Hsp70 displacement: -0.9%

compound: C#CCSc1nc2sc3c(c2c(=O)n1CC=C)CCC3
- MKP-3 inhibition: -1%
- Hsp70 displacement: -1.7%

compound: Cc1nc2cc(NCc3ccc(N(C)C)cc3)ccc2n1Cc1ccccc1
- MKP-3 inhibition: -1%
- Hsp70 displacement: 1.8%

compound: COCCNC(=O)C(c1ccc(Cl)cc1)N(C(=O)CCC(=O)Nc1ccccn1)C1CCCC1 (stereo not given)
- MKP-3 inhibition: -10%
- Hsp70 displacement: 4.8%

compound: CC(=O)c1cccc(NC(=O)COc2ccccc2C(C)(C)C)c1
- MKP-3 inhibition: -3%
- Hsp70 displacement: -0.5%

compound: CCn1c(CSc2nncn2-c2ccc(OC)cc2)nc2cc(S(=O)(=O)N(C)C)ccc21
- MKP-3 inhibition: -12%
- Hsp70 displacement: -3.7%

compound: CCN1C(=O)/C(=C\c2cc(Br)cc([N+](=O)[O-])c2O)SC1=S
- MKP-3 inhibition: 0%
- Hsp70 displacement: -57%

compound: Cc1ccc(NC(=O)CSc2nc3nc(C)cc(C)c3c(=O)[nH]2)cc1
- MKP-3 inhibition: 7%
- Hsp70 displacement: -4.0%

compound: O=C(N/C(=C/c1ccc(-c2cccc([N+](=O)[O-])c2)o1)C(=O)N1CCCCC1)c1ccccc1
- MKP-3 inhibition: 3%
- Hsp70 displacement: 0.7%

compound: O=C(c1csc2c1CCCCC2)N1CCN(c2ncccn2)CC1
- MKP-3 inhibition: 12%
- Hsp70 displacement: -7.1%

# An excerpt of these results, bar-delimited.
Structure | MKP-3 inhibition | Hsp70 displacement
CC(C)c1ccc(NC(=O)C(=O)NCc2cccs2)cc1 | 0% | 1.1%
Clc1cccc(-c2nn3c(Cn4cnc5ccccc54)nnc3s2)c1 | 8% | 4.7%
COc1cc(C2C(C#N)=C(N)Oc3cc(C)oc(=O)c32)cc2c1OCO2 (stereo not given) | -15% | 0.4%
O=C(Nc1ccccc1C(=O)Nc1ccc(Cl)cc1)c1ccccn1 | 7% | 1.5%
COC(=O)c1ccc(S(=O)(=O)N2CCCCCC2)cc1 | -4% | -0.7%

# Structures listed so far containing bromine, in the order listed:
compound: COc1ccc(Br)cc1/C=C/C(=O)Nc1nc2ccc(C)cc2s1
- MKP-3 inhibition: 4%
- Hsp70 displacement: 1.3%

compound: CCN1C(=O)/C(=C\c2cc(Br)cc([N+](=O)[O-])c2O)SC1=S
- MKP-3 inhibition: 0%
- Hsp70 displacement: -57%

# Part of the list above, with the structure last:
MKP-3 inhibition	Hsp70 displacement	compound
4%	1.3%	COc1ccc(Br)cc1/C=C/C(=O)Nc1nc2ccc(C)cc2s1
-5%	2.5%	COCCCN1C(=O)C(=O)/C(=C(/O)c2ccc(OC(C)C)c(C)c2)C1c1ccncc1 (stereo not given)
-8%	-1.5%	COCCNC(=O)C1c2cc(OC)c(OC)cc2C(=O)N(C)C1c1cccnc1 (stereo not given)
1%	-3.0%	COc1ccc(OCC(=O)Nc2ccc(I)cc2Cl)cc1
-1%	-0.3%	O=C(NC12CC3CC(CC(C3)C1)C2)c1cccnc1
-16%	2.7%	Cc1cc(C(=O)CSc2nc3ccc(Cl)cc3[nH]2)c(C)n1C
5%	-0.9%	O=[N+]([O-])c1ccccc1S(=O)(=O)Nc1ccc(OCc2ccccc2)cc1

# (more compounds)
compound: O=C(CSCC(=O)NCc1ccco1)NCc1ccco1
- MKP-3 inhibition: 1%
- Hsp70 displacement: -1.5%

compound: Cc1ccc(CC2C(=O)N(c3ccc4ccccc4n3)C(=O)C2C)cc1 (stereo not given)
- MKP-3 inhibition: 1%
- Hsp70 displacement: 5.5%

compound: CCn1cnc2c(cnn2-c2ccccc2)c1=O
- MKP-3 inhibition: nt
- Hsp70 displacement: 2.7%

compound: Cc1noc(C)c1COC(=O)c1ccccc1NC(=O)Cc1ccccc1
- MKP-3 inhibition: 1%
- Hsp70 displacement: -0.3%

compound: O=S(=O)(O)c1c(O)cnc2ccccc12
- MKP-3 inhibition: -4%
- Hsp70 displacement: -2.7%

compound: O=C(CSc1nnnn1-c1ccccc1)NN1C(=O)c2ccccc2C1=O
- MKP-3 inhibition: 1%
- Hsp70 displacement: 0.5%

compound: COCCN(C(=O)CNC(=O)c1cccs1)C(C(=O)NC1CCCC1)c1cccs1 (stereo not given)
- MKP-3 inhibition: 1%
- Hsp70 displacement: -0.1%

compound: COc1cc(NC(=O)c2oc3ccc(Cl)cc3c2C)ccc1NC(=O)c1ccco1
- MKP-3 inhibition: 0%
- Hsp70 displacement: 0.1%

compound: C=CCc1ccccc1OCCSc1nc2ccc(N)cc2s1
- MKP-3 inhibition: 4%
- Hsp70 displacement: 7.7%

compound: COc1cc(/C=C2\C(=O)NC(=O)N(c3ccc(F)cc3)C2=O)ccc1OCc1ccc(C(=O)O)cc1
- MKP-3 inhibition: 1%
- Hsp70 displacement: 0.9%

compound: O=C(Nc1ccc2c(c1)oc1ccccc12)c1ccco1
- MKP-3 inhibition: 1%
- Hsp70 displacement: 2.0%

compound: Cc1cc(C)n2c(SCc3cccs3)nnc2n1
- MKP-3 inhibition: nt
- Hsp70 displacement: -3.1%

compound: CCOC(=O)C1NN=C(C(=O)c2ccc(OC)cc2)C1c1ccccc1 (stereo not given)
- MKP-3 inhibition: 0%
- Hsp70 displacement: 2.9%

compound: Fc1cccc(Cl)c1CSc1nnc(-c2ccccc2)o1
- MKP-3 inhibition: 4%
- Hsp70 displacement: -2.5%

compound: Clc1ccccc1-c1nnn(Cc2ccc(-c3nn[nH]n3)cc2)n1
- MKP-3 inhibition: -10%
- Hsp70 displacement: nt

compound: CC1(C)CC(=O)C(CC(=O)Nc2ccc(S(N)(=O)=O)cc2)=C(O)C1
- MKP-3 inhibition: -13%
- Hsp70 displacement: -3.0%

compound: O=C(/C=C/c1ccc(-c2ccccc2[N+](=O)[O-])o1)c1cc2ccccc2o1
- MKP-3 inhibition: 4%
- Hsp70 displacement: 0.4%

compound: C=CCN1C(=O)/C(=C/c2ccc(I)o2)SC1=S
- MKP-3 inhibition: 3%
- Hsp70 displacement: 1.7%

compound: O=c1oc2cc(O)c(Cl)cc2c2c1CCCC2
- MKP-3 inhibition: 3%
- Hsp70 displacement: -0.9%

compound: Cc1cccc(OCC(=O)NNC(=O)c2ccccc2C)c1
- MKP-3 inhibition: 0%
- Hsp70 displacement: -2.8%

compound: COC(=O)CCS(=O)(=O)c1ccc(NC(C)=O)cc1
- MKP-3 inhibition: nt
- Hsp70 displacement: -1.4%

compound: O=C1/C(=C\c2ccc3ccccc3c2)CCCc2ccccc21
- MKP-3 inhibition: nt
- Hsp70 displacement: 0.4%

compound: CCC1CCCCN1Cc1nc2c(c(=O)n(C)c(=O)n2C)n1Cc1cccc2ccccc12 (stereo not given)
- MKP-3 inhibition: -5%
- Hsp70 displacement: 1.0%

compound: O=C1SCCC1NS(=O)(=O)c1cc(Cl)ccc1Cl (stereo not given)
- MKP-3 inhibition: 3%
- Hsp70 displacement: 5.0%

compound: O=C(CSc1nnnn1-c1ccccc1)N1CCCCC1
- MKP-3 inhibition: 0%
- Hsp70 displacement: -0.2%

# Quoted at random: 2 entries already listed
compound: Cc1cc(C)n2c(SCc3cccs3)nnc2n1
- MKP-3 inhibition: nt
- Hsp70 displacement: -3.1%

compound: COC(=O)CCS(=O)(=O)c1ccc(NC(C)=O)cc1
- MKP-3 inhibition: nt
- Hsp70 displacement: -1.4%

# Continued.
compound: CNS(=O)(=O)c1ccc(C)cc1
- MKP-3 inhibition: nt
- Hsp70 displacement: 2.8%

compound: O=C(N/N=C/c1ccc(C(=O)O)cc1)C(=O)N1CCCCCC1
- MKP-3 inhibition: 1%
- Hsp70 displacement: 5.2%

compound: COc1ccc2[nH]c(=O)c(C(c3nnnn3C3CCCCC3)N3CCN(C)CC3)cc2c1 (stereo not given)
- MKP-3 inhibition: 0%
- Hsp70 displacement: -0.7%

compound: N#Cc1c(NC(=O)C2c3ccccc3Oc3ccccc32)sc2c1CCCCC2
- MKP-3 inhibition: 1%
- Hsp70 displacement: -2.4%

compound: CCCOc1cccc(C(=O)Nc2c(C)ccc3nsnc23)c1
- MKP-3 inhibition: 4%
- Hsp70 displacement: 6.7%

compound: COc1ccc(CCNS(=O)(=O)c2cccc([N+](=O)[O-])c2)cc1
- MKP-3 inhibition: 2%
- Hsp70 displacement: 0.9%

compound: CCOc1ccc(N(CC(=O)Nc2c(C)cccc2C)S(=O)(=O)c2ccc(SC)cc2)cc1
- MKP-3 inhibition: -1%
- Hsp70 displacement: -4.1%

compound: CCOCCOCN(C#N)c1nc(OC)nc(N(C)C)n1
- MKP-3 inhibition: -2%
- Hsp70 displacement: -2.0%

compound: CCCCOc1ccc(S(=O)(=O)NCc2csc(C)n2)cc1
- MKP-3 inhibition: nt
- Hsp70 displacement: -1.1%

compound: CCc1ccccc1OCC(=O)NC1CCCC1
- MKP-3 inhibition: -5%
- Hsp70 displacement: 0.8%

compound: O=C(CSc1ccc2c(c1)OCCO2)NCC1CCCO1 (stereo not given)
- MKP-3 inhibition: -6%
- Hsp70 displacement: -3.3%

compound: O=C(NCC1CCCO1)c1sc2ccccc2c1Cl (stereo not given)
- MKP-3 inhibition: 0%
- Hsp70 displacement: -1.1%

compound: CCc1nc2ccccc2c(C(=O)OC2CCOC2=O)c1C (stereo not given)
- MKP-3 inhibition: -7%
- Hsp70 displacement: -4.6%

compound: CCCCS(=O)CC(O)COC(C)C (stereo not given)
- MKP-3 inhibition: -3%
- Hsp70 displacement: 5.3%

compound: O=c1c2cc3c(cc2[nH]c(=S)n1CCN1CCOCC1)OCO3
- MKP-3 inhibition: 5%
- Hsp70 displacement: 2.9%

compound: Cc1ccc(-c2nc(C3CCN(S(C)(=O)=O)CC3)no2)cc1
- MKP-3 inhibition: 3%
- Hsp70 displacement: 0.6%

compound: O=S(=O)(NCC1CCCO1)c1ccc(S(=O)(=O)N2CCc3ccccc3C2)cc1 (stereo not given)
- MKP-3 inhibition: 2%
- Hsp70 displacement: 4.2%

compound: COc1ccc(C2CC(=O)C3=C(C2)Nc2ccccc2NC3c2cccc(Cl)c2)cc1 (stereo not given)
- MKP-3 inhibition: 9%
- Hsp70 displacement: 0.4%

compound: Clc1ccc(SCc2cn3cccnc3n2)cc1
- MKP-3 inhibition: nt
- Hsp70 displacement: -1.9%

# Not all compounds are listed; count on the stated rates, not on these rows.
